Keap1 Nrf2 FP – inhibitors of human Keap1-Nrf2 protein-protein interaction; Keap1 Kelch-Nrf2 peptide fluorescence polarization, 1536-well; inhibition, % at 9.4 µM; 0.15% of 340,000 active; in the data active = inhibition above about 12%; inconclusive = no clear call, values can overlap the other calls; inactive = below about 7.3%;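 note: human Keap1 Kelch domain with fluorescein labeled Nrf2 9mer peptide probe; 0% = neutral control wells and 100% = peptide positive control; higher means more block of Keap1 binding to Nrf2 peptide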
SR-BI DiI-HDL act – activators of SR-BI mediated HDL lipid uptake | CHO ldlA[mSR-BI] cells, DiI-HDL uptake fluorescence, 3 h; 100 = double the neutral-control signal | activation, % at 12.5 µM | 0.096% of 320,000 active | AID 504775;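 active = mean replicate activation of at least 60% and every replicate at or above 60%; inconclusive = mean or all-replicate condition met, but not both; inactive = mean below 60% and not all replicates reaching 60%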;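 note: 0% = median plate neutral-control signal and 100% = twice that signal; values of inactives mirror those of a sister screen read the other way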
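Assay system: CHO ldlA[mSR-BI] cells, LDL receptor-null, SR-BI overexpressing; medium: Ham's F12 with 0.5% BSA, HEPES 25 mM, pH 7.4; also added: DiI-HDL 10 µg/mL; timing: 3 h uptake period with compound, 37 °C; signal: DiI fluorescence, bottom read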
DAGLB inhibitor – blocks human DAGLB lipase activity. HEK293T DAGLB membrane lysate, EnzChek fluorogenic substrate. inhibition, % at 5.17 µM. 0.059% of 340,000 active. AID 504411; in the data active = inhibition above about 34%;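 note: 0% = enzyme with vehicle and 100% = wells lacking enzyme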
Target sequence (Q8NCG7 whole entry, looked up): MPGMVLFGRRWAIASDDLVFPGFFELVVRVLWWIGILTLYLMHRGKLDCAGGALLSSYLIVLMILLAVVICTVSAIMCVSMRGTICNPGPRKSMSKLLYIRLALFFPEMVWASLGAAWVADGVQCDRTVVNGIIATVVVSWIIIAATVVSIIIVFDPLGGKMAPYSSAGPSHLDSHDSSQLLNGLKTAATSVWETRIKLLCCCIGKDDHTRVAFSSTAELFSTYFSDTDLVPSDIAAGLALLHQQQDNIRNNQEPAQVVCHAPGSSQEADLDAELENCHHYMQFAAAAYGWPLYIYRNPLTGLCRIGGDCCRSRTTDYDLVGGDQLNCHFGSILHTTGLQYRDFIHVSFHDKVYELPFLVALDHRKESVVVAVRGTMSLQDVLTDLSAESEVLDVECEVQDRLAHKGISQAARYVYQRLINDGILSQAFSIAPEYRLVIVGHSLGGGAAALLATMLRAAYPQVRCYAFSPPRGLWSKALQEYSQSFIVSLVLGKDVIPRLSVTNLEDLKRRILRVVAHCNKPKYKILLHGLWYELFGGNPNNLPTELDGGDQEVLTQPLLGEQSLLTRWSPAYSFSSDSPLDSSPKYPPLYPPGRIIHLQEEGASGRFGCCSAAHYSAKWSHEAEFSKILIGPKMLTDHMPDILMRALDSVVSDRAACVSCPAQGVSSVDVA
Cardiac RTF inh – cardiac RTF calcium desensitization. P19429+P45379. IANBD-labeled cardiac RTF, Ca2+ fluorescence. inhibition, % at 7.15 µM. AID 493244. 0.12% of 340,000 active;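 active = inhibition above the mean inhibition of all tested compounds plus 3 SD, cut at about 17% in these data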;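 note: assay run at fixed EC70 calcium of 1.6 mM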
C-LANA FP – KSHV C-LANA DNA binding inhibition; AID 504423; inhibition, % at 9 µM; MBP-C-LANA/FAM-LBS DNA binding, fluorescence polarization; 0.078% of 340,000 active;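 active = highest replicate inhibition at or above 60% at 9 µM, even if other replicates fall short; inactive = all replicates below 60% inhibition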;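 note: 0% = neutral control wells and 100% = 4 µM acridine orange control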
Rtt109 HAT inh – blocks Candida albicans Rtt109/Vps75 acetyltransferase activity. Q5AAJ8. purified Rtt109/Vps75, ThioGlo CoA-SH fluorescence, 4 h. inhibition, % at 34.9 µM. 0.16% of 330,000 active. AID 540336;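 active = inhibition of at least 50% in every replicate; inconclusive = best replicate reaches 50% inhibition but some replicates fall short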
Target sequence (Q5AAJ8 whole entry, looked up): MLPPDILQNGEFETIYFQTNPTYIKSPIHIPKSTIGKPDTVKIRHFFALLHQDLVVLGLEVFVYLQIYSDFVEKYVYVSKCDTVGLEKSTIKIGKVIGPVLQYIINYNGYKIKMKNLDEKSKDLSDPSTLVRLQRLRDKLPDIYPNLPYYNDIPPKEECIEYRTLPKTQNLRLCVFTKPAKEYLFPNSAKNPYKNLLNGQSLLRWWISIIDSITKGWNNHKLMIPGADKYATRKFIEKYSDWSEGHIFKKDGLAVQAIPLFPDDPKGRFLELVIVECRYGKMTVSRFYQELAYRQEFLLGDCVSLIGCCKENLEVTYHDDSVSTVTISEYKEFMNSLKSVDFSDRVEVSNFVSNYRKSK
CAL PDZ FP-1 – blocks peptide binding to the human CAL PDZ domain; AID 602252; 0.92% of 300,000 active; Q9HD26; purified CAL PDZ, TMR-peptide fluorescence polarization, 1 h; inhibition, % at 24.9 µM;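 active = mean inhibition of at least 30% with at least half of replicates also reaching 30%; inconclusive = no clear call, values can overlap the other calls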;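 note: 0% = DMSO neutral control and 100% = excess unlabeled competitor peptide PRC23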
CAL PDZ FP-2 – human CAL PDZ-peptide interaction inhibition; 0.02% of 330,000 active; AID 504414; purified CAL PDZ, TMR-peptide fluorescence polarization, 1 h; Q9HD26; inhibition, % at 20 µM;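 active = highest replicate inhibition of at least 40%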;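 note: plate controls were DMSO neutral control wells for no effect and unlabeled competitor peptide control wells for full effect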
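Material – purified CerCALP PDZ construct · Detection – FP readout, S and P plane fluorescence · Measure – percent inhibition from loss of millipolarization · Controls – unlabelled peptide for full inhibition, DMSO wells as neutral · Probe or stimulus – TMR-labelled reporter peptide T*-PRC34 bound in PDZ groove · Times – 1 h at RT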
RTF Ca sens act – increases calcium sensitivity of human cardiac regulated thin filaments. IANBD-labeled TnC RTF fluorescence at EC20 calcium; 0% EC20 calcium, 100% full calcium. activation, % at 7.2 µM. P19429+P45379. 0.24% of 340,000 active. AID 493008;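 active = activation above the mean over all tested compounds plus 3 SD, cut at about 30% in these data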;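 note: rise in fluorescence read as greater calcium sensitivity of cardiac thin filaments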
PKA-R2B act – activators of human PKA-R2B complex; AID 504700; 0.079% of 340,000 active; P22694+P31323; PKA-R2B holoenzyme dissociation, Cy5-IP20 fluorescence polarization; R2B truncated from residue 108, S112A mutant; 0% DMSO only, 100% 113 µM cGMP; activation, % at 11.4 µM;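 active = activation above a cutoff set at the mean over all compounds plus 3 SD, cut at about 18% in these data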;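 note: higher means more holoenzyme dissociation and a rise in polarization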
* = called active by the depositor; ? = inconclusive; . = no result given.

SMILES	Keap1 Nrf2 FP	SR-BI DiI-HDL act	DAGLB inhibitor	Cardiac RTF inh	C-LANA FP	Rtt109 HAT inh	CAL PDZ FP-1	CAL PDZ FP-2	RTF Ca sens act	PKA-R2B act
O=c1c2c(C(F)(F)F)cc(C(F)(F)F)nc2[nH]n1-c1ccccc1	-6	1	19	-2	1.5	6	.	-0.7	1	2
Cc1ccc(C)c(NC(=O)c2cc([N+](=O)[O-])cc([N+](=O)[O-])c2)c1	-4	-33	1	0	-1.5	-1	6	-0.8	0	-15
O=C(Cc1ccccc1)NCC(=O)N1CCN(c2ccccc2)CC1	4	16	3	-2	0.4	-11	-3	-2.4	0	-4
CCC(=O)Nc1ccc2c(c1)OCCO2	-1	0	-1	-2	-0.9	-6	-1	-4.2	5	-3
Cc1ccc(C(=O)N/C(=C\c2ccc(-c3ccccc3[N+](=O)[O-])o2)C(=O)NCCCN(C)C)cc1	14*	-25	-1	-12	32	-2	1	-1.4	11	-2
N#C/C(=C\c1ccccc1)C(=O)N(c1ccccn1)C1CCCCC1	-19	15	1	10	0.2	-2	-1	0.3	1	-11
CC(C)c1nnc(NC(=O)CCC(=O)NCCc2ccccc2)s1	-3	10	0	2	-1.0	0	-2	1.1	6	12
Cc1ccc(S(=O)(=O)N(CC(=O)NCc2cccnc2)c2ccc(F)cc2)cc1	-2	5	-2	6	-2.1	1	0	-1.5	-4	-7
Cc1c(O)ccc2c3c(c(=O)oc12)CCC(C)C3 (stereo unspecified)	-2	1	1	4	-1.8	-14	.	-0.2	-2	-10
CC1CCC(C(C)C)C(OC(=O)CSc2nnc(N)s2)C1 (stereo unspecified)	-3	-7	-5	-6	0.1	15	1	-0.7	-4	-9
CCC(C)N(CC(=O)Nc1cccc(C)c1C)C(=O)CCl (stereo unspecified)	-1	4	-2	-11	-1.5	1	-3	-1.3	-1	4
CC(C)CNC(=O)/C=C/C(=O)O	-7	7	0	1	-0.7	-14	-2	-1.7	0	-9
Cc1ccccc1CNCc1cccnc1	-7	9	1	-5	2.2	18	-2	0.4	-7	-6
COC(=O)N/N=C/c1ccc(-c2cc(Cl)ccc2Cl)o1	-2	4	-3	-14	0.3	-2	0	-0.3	1	-3
CN(c1ccc(C(=O)Nc2nccs2)cc1)S(=O)(=O)c1ccccc1	1	-16	-1	-2	-1.4	18	0	.	-10	9
Cc1c(NC(=O)c2ccc(S(=O)(=O)N3CC(C)OC(C)C3)cc2)c(=O)n(-c2ccccc2)n1C (stereo unspecified)	-4	-2	2	-20	-1.4	.	0	-2.5	-7	-16
Cc1cccc(NC(=O)c2cc3c(n(-c4ccccc4)c2=O)CCCC3=O)n1	-7	11	2	1	-1.2	10	0	-1.2	0	3
COc1ccccc1NC(=O)CN1C(=O)NC2(CCCc3ccccc32)C1=O (stereo unspecified)	1	-32	-2	-3	-1.8	-6	4	-0.7	4	1
COc1ccccc1C(=O)NN(C)C1=NS(=O)(=O)c2ccccc21	2	27	2	-2	2.1	-3	-2	-0.4	60*	11
COc1ccc(C(=O)NCc2cc(C)nc3ccccc23)cc1	-5	5	1	-22	0.4	.	-5	-0.3	0	-7
O=C(C1CC1)N1N=C(c2ccccc2)CC1(O)C(F)(F)F (stereo unspecified)	2	-7	-4	-5	-1.0	-2	-2	0.6	3	2
Cc1cccc(N/C(N)=N/c2nc(C)cc(C)n2)c1	3	6	5	1	-1.8	4	1	.	7	-14
O=C(Cc1ccccc1)NN=Cc1ccccc1	-2	-4	-1	-12	-4.1	-22	1	-0.1	9	-7
Cc1cccc(C)c1NC(=O)CNC(=O)CCCN1C(=O)c2cccc3cccc(c23)C1=O	0	-10	-1	-5	-0.4	6	11	-0.7	-2	-2
CCOP(=O)(c1ccc(N(C)C)cc1)C(O)c1ccncc1 (stereo unspecified)	-2	1	0	-1	-0.4	-8	2	0.1	-3	-2
CSc1nc(N)cc(=O)[nH]1	2	.	3	-2	-1.1	-6	.	-1.4	-4	-9
NC(=S)N/N=C/c1cccc(O)c1O	-4	-47	-1	-8	2.2	3	0	0.3	-4	-11
Cc1ccc(-c2ccc(=O)n(CCC(=O)NCCN3CCCCC3C)n2)cc1 (stereo unspecified)	-7	-60	0	-4	0.3	-3	-3	.	4	2
CCn1c(SCC(=O)NC(=O)Nc2ccc3c(c2)OCCO3)nnc1-c1cccs1	-4	-17	-4	-2	0.6	0	3	.	6	-12
O=C(NNC(=O)c1ccc(Oc2ccc(C3SCCS3)cc2)o1)c1ccc(Cl)cc1	-2	-17	-5	-11	-1.8	4	-7	-0.8	3	15
CCN(CC)C(=O)Cn1cc(/C=C(\C#N)C(=O)N2CCN(c3ccccc3)CC2)c2ccccc21	-7	-66	-2	-10	-1.6	16	.	-0.3	1	-5
O=C(NCc1cccnc1)C1CCC(c2ccc(Cl)cc2)CC1 (stereo unspecified)	-3	-14	-2	0	6.6	3	.	-1.6	-6	8
COc1ccc(Cl)cc1NC(=O)CSc1nnc(-c2ccco2)o1	-4	-9	-4	-3	-0.1	9	0	-3.0	-1	5
Cc1noc(C)c1COc1cccc(C(=O)OCC(=O)NCCN2C(=O)CSC2=O)c1	3	-4	-3	-3	0.9	-4	-4	-0.8	1	2
CC(=O)Oc1ccc(/C=N/NC2=NS(=O)(=O)c3ccccc32)cc1	-1	21	-2	-8	1.7	1	6	-1.2	3	1
COc1ccccc1C1CC(c2cccs2)=Nc2ccccc2S1 (stereo unspecified)	2	-15	-13	-7	0.9	?	-3	-0.2	-4	-7
CCOC(=O)C1(Cc2ccccc2C)CCCN(C(=O)c2ccnn2C)C1 (stereo unspecified)	-2	21	-4	-9	0.6	1	0	-2.3	5	-2
Cc1ccc2c(c1)NC(=O)C(CC(=O)NC1CCCCC1C)O2 (stereo unspecified)	1	5	2	-10	1.7	8	.	-0.4	2	0
CC(=N)C1=C(O)CC(c2ccccc2)CC1=O (stereo unspecified)	-1	.	-1	-2	-3.1	-5	.	-1.3	-4	4
COC(=O)C(Cc1c[nH]c2ccccc12)NC(=O)C(=O)c1c[nH]c2ccccc12 (stereo unspecified)	-3	-3	1	5	-0.4	14	5	-1.0	-4	-1
O=c1[nH]c(-c2ccc(F)cc2)nc2c1sc(=S)n2-c1ccccc1	1	-11	1	-3	-1.3	1	-4	-6.0	0	-3
CN(C)/N=C/C=C1\CCC/C(=C\c2ccc(F)c(F)c2)C1=O	-5	-19	.	.	-1.2	6	-1	0.4	.	.
COc1ccccc1NC(=O)Nc1ccc(F)c(F)c1	3	-38	-4	1	-1.0	-4	-4	-2.0	-7	-6
COc1ccc(Cc2nnc(NC(=O)Cc3cccs3)s2)cc1	0	26	0	8	0.1	-5	-2	-0.1	-11	9
CC1=CCC(C(=O)O)(C(=O)N/N=C/c2cccs2)C(c2ccc([N+](=O)[O-])cc2)C1 (stereo unspecified)	-6	-8	4	2	-1.6	7	-5	0.0	-3	-5
CN(CP(=O)(O)CN(C)S(C)(=O)=O)S(C)(=O)=O	-5	7	-4	-12	1.0	10	6	-0.7	3	-15
O=C1CN(S(=O)(=O)c2cc(Cl)ccc2Cl)c2ccccc2N1	0	.	2	-8	-0.8	3	-7	-1.9	0	-2
COc1cccc(NC(=O)COC(=O)CCCC2=NS(=O)(=O)c3ccccc3N2)c1	-4	10	2	-2	-1.9	-3	-7	-1.5	-2	5
COc1ccc(OCCCN2CCCCCC2)cc1	2	8	-4	1	-0.8	7	-3	-0.7	3	-4
O=C(NC(=S)Nc1ccccc1Cl)c1ccco1	-2	-6	-4	-7	0.0	4	16	-1.7	-2	-7
COC(=O)c1c(NS(=O)(=O)c2ccc3ccccc3c2)sc2c1CCCC2	-8	0	5	2	-1.9	3	-3	.	1	2
CCCCC(=O)Nc1cccc(-c2cn3ccsc3n2)c1	1	5	1	4	0.7	7	-4	-2.4	-1	-8
COC(=O)c1sc(=S)n(-c2cccc(Cl)c2)c1N	1	-7	-1	-10	1.6	-9	.	0.8	7	1
Cc1ccc2cc(CN(c3cccc(C)c3C)S(=O)(=O)c3ccccc3)c(=O)[nH]c2c1	-2	2	-4	5	0.5	2	3	-1.2	-10	5
COc1cc(OC)c2nc(C)c3c(c2c1)N(c1ccc(O)cc1)CC3	2	42	4	3	-0.2	10	-7	-0.1	-2	2
CC[C@@H](C)[C@H](NC(=O)OCc1ccccc1)c1nnc([C@@H](NC(=O)OCc2ccccc2)[C@@H](C)CC)o1	-2	-49	-6	3	0.2	3	-1	-1.4	-1	1
COc1ccccc1NC(=S)N1CCOCC1	-9	-11	1	-2	2.3	1	-2	-0.7	2	4
CCN1CCc2nc3ccccc3c(C(=O)Nc3ccc(F)cc3)c2C1	-3	.	0	0	1.0	6	1	-3.0	4	1
Cc1cc(C)c(C(N)=O)c(NC(=O)Nc2ccccc2Cl)n1	-1	-19	-1	-7	0.8	22	-18	0.2	0	4
Cc1ccc(/C=C2\SC(=S)N(CCCC(=O)Nc3ccccn3)C2=O)cc1	-3	24	1	-8	1.0	-6	1	-0.2	7	-2
Additional compounds follow:
SMILES	Keap1 Nrf2 FP	SR-BI DiI-HDL act	DAGLB inhibitor	Cardiac RTF inh	C-LANA FP	Rtt109 HAT inh	CAL PDZ FP-1	CAL PDZ FP-2	RTF Ca sens act	PKA-R2B act
CCNC(=S)N1CCN(S(=O)(=O)c2ccccc2C(F)(F)F)CC1	3	-3	0	0	-0.2	5	-1	-1.6	1	-17
Fc1ccccc1COc1ccc(/C=N/NC(=S)NCc2ccccc2)cc1	-2	-25	-6	-8	0.9	5	5	-1.0	1	4
O=C1OCC2=C1C(c1ccc3c(c1)OCO3)c1cc3c(cc1O2)OCO3 (stereo unspecified)	3	-5	-3	3	-0.8	-5	-5	-1.5	-5	-4
CCCn1c(=N)n(CC(=O)c2ccco2)c2ccccc21	-4	24	2	4	-0.6	12	-4	.	-2	-5
CCCOc1cccc(C2C(C(=O)c3cc4ccccc4o3)=C(O)C(=O)N2c2cc(C)on2)c1 (stereo unspecified)	3	11	8	6	1.0	-3	-5	-2.2	-2	-7
COC(=O)C1=C(C)N=C2SCCC(=O)N2C1c1cc(Br)ccc1OC (stereo unspecified)	0	8	1	-4	-0.2	10	1	-0.7	-2	-4
